MgcRacGAP inhibition – MgcRacGAP GTPase-activating activity inhibitors, confirmation, biochemical, ADP Hunter fluorescence; Rac GTPase-activating protein 1 (Homo sapiens); MgcRacGAP-stimulated Rac1 GTP hydrolysis, ADP Hunter fluorescence; higher % means a stronger effect; GST-tagged Rac1 F28L mutant substrate; one-dose inhibition, % at 30 µM; IC50 in µM for titrated hits; 340,000 tested, 0.6% active;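 active means first-screen hits whose inhibition reached a set limit at any dose in the follow-up dose series; inconclusive means inhibition above the set first-screen limit but never retested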;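 further: fluorescence reports GDP produced by GAP-driven GTP hydrolysis; strong numbers were not always called active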
XIAP displacement – XIAP antagonists, biochemical, IAP family, fluorescence polarization (AID 1018); displacement, % at 20 µM, or IC50 in µM where a hit was titrated; 200,000 tested, 0.007% active; E3 ubiquitin-protein ligase XIAP (Homo sapiens); XIAP BIR domain, fluorescence polarization peptide displacement; higher % means a stronger effect; in the data active means displacement above about 50%; further: a part of the inactive calls stands beside numbers as strong as those of hits
Dengue-2 NS5 capping – Dengue-2 NS5 methyltransferase inhibitors, primary screen, biochemical, confirmation dose response (AID 588689) | 340,000 tested, 0.3% active | Dengue-2 NS5 methyltransferase capping enzyme assay, biochemical; higher % means a stronger effect | Genome polyprotein (Dengue virus type 2 (strain 16681-PDK53)) | inhibition, % at 25 µM, or IC50 in µM where a hit was titrated; in the data active means a potency from the dose series; inconclusive means inhibition above about 29% without an active follow-up result
SV40 large T antigen – SV40 large T antigen inhibitors, biochemical (AID 1903) | 310,000 tested, 0.39% active | inhibition, % at 20 µM, or IC50 in µM where a hit was titrated | SV40 large T antigen ATPase/helicase inhibition assay; higher % means a stronger effect; in the data active means a potency from the dose series; inconclusive means inhibition mostly from about 32% at the one dose, without a potency; inactive means the rest, 99 in 100 with inhibition below about 32%; further: strong numbers were not always called active
HIV peptide binding – inhibitors of HIV fusion peptide binding, primary screen, biochemical, uHTS, fluorescence dequenching (AID 1986); cell-free peptide binding, fluorescence dequenching, 30 min; higher % means a stronger effect; 290,000 tested, 0.3% active; inhibition, % at 20 µM, or IC50 in µM where a hit was titrated; in the data active means inhibition mostly above about 52%, no sharp cut-off; inactive means mostly below about 76%; further: some results filed as inactive read as strong as hits
LYP inhibition – inhibitors of LYP phosphatase, biochemical, fluorescence intensity, uHTS (AID 1779); 290,000 tested, 0.054% active; inhibition, % at 11.5 µM, or IC50 in µM where a hit was titrated; recombinant LYP phosphatase, fluorescence intensity; higher % means a stronger effect; Tyrosine-protein phosphatase non-receptor type 22 (Homo sapiens); in the data active means inhibition above about 50%;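 further: plate controls were vehicle with enzyme for no effect and no enzyme for full effect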
RSV CPE inhibition – RSV antiviral activity via CPE protection, HEp-2 cells, primary 10 µM value included (AID 2391) | HEp-2 cells, RSV-induced CPE inhibition; higher % means a stronger effect | one-dose CPE inhibition, % at 10 µM; IC50 in µM for titrated hits | 310,000 tested, 0.13% active; in the data active means a potency from the dose series; inconclusive means CPE inhibition mostly from about 23% at the one dose, without a potency; inactive means the rest, 99 in 100 with CPE inhibition below about 21%; further: strong numbers were not always called active
AID2073 – inhibitors of Mint1-CaV2.2 protein interaction, biochemical, HTRF (AID 2073); inhibition, % at 20 µM, or IC50 in µM where a hit was titrated; Voltage-dependent N-type calcium channel subunit alpha-1B (Homo sapiens); HTRF protein-protein interaction, Mint1-CaV2.2; higher % means a stronger effect; 290,000 tested, 0.19% active; in the data active means inhibition mostly above about 51%, no sharp cut-off; inconclusive means no clear call, values can overlap the other calls; inactive means mostly below about 53%; further: some results filed as inactive read as strong as hits
Siah-1 displacement – Siah-1 peptide-binding antagonists, primary screen, biochemical, fluorescence polarization, rhodamine-plectin, uHTS (AID 1817); displacement, % at 20 µM, or IC50 in µM where a hit was titrated; Siah-1 / rhodamine-plectin peptide fluorescence polarization; higher % means a stronger effect; 290,000 tested, 0.02% active;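 active means displacement of at least 50% at 20 µM, with a fluorescence ratio check between 0.3 and a set limit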;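 further: plate controls were Siah plus tracer with DMSO for no effect and tracer alone without Siah for full effect; strong numbers were not always called active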
The depositor's hits bear a star; ? = inconclusive; . = no result given.

SMILES | MgcRacGAP inhibition | XIAP displacement | Dengue-2 NS5 capping | SV40 large T antigen | HIV peptide binding | LYP inhibition | RSV CPE inhibition | AID2073 | Siah-1 displacement
Cc1ccc(-c2nsc(SCC(=O)Nc3ccc4c(c3)OCO4)n2)cc1 | 9% | -6.4% | -7% | 10% | -0.9% | -4% | ? | 0% | 1%
CCn1c(SCc2nc3ccccc3c(=O)[nH]2)nc2ccccc2c1=O | 15% | -1.2% | -1% | 17% | 0.1% | -8% | 1.9% | 2% | 0%
COC(=O)C1=CN(c2ccc(Cl)cc2)C=C(C(=O)OC)C1c1ccc([N+](=O)[O-])cc1 | 7% | . | -7% | 13% | -1.5% | 2% | 7.5% | 1% | 4%
O=C1OC(Nc2nc3ccccc3s2)c2ccccc21 (configuration not stated) | 32% | -0.1% | -9% | 9% | -2.2% | 0% | 1.1% | -2% | 4%
COC(=O)c1ccc(NC(=O)CC2C(=O)N(C)C(=S)N2Cc2ccc(S(N)(=O)=O)cc2)cc1 (configuration not stated) | 12% | . | -2% | 1% | 1.9% | -7% | -0.9% | -15% | -9%
COc1ccccc1NC(=O)COC(=O)Cc1c[nH]c2ccccc12 | -1% | -7.2% | -1% | 3% | 0.5% | -5% | 0.0% | 3% | 0%
O=C(COC(=O)CSc1cc(Cl)ccc1Cl)NCc1ccc2c(c1)OCO2 | 4% | -4.5% | -10% | 5% | -1.1% | 0% | -0.4% | -9% | -2%
CSc1nnc(C(C)(C)C)c(=O)n1/N=C/c1ccc(C(C)C)cc1 | 7% | . | 3% | 6% | 0.5% | 2% | 4.3% | 1% | 14%
Cc1cc(C)n2nc(C(=O)N3CCCC(N4CCN(c5ccccc5C)CC4)C3)cc2n1 (configuration not stated) | 10% | . | 0% | . | -1.4% | -9% | . | 13% | 10%
O=C(NCc1nc(-c2ccccc2)no1)c1ccc(Br)o1 | 6% | -2.8% | -3% | 21% | -1.9% | 5% | 0.5% | -9% | 0%
COc1cccc(CN2CCN(Cc3ccc4cccc(F)c4n3)CC2CCO)c1 (configuration not stated) | -11% | . | 3% | 7% | 1.8% | -8% | 0.3% | 7% | 1%
C=CCn1c(C)cc(-c2csc(NC(=O)CCc3nc4ccccc4c(=O)[nH]3)n2)c1C | 9% | . | -7% | 16% | . | . | ? | . | .
O=C(NCc1ccco1)/C(=C\C=C\c1ccccc1)NC(=O)c1ccco1 | -1% | . | -3% | 23% | 3.2% | 1% | 1.9% | -8% | -1%
COc1cc(OC)cc(C(=O)N[C@H](C(=O)Nc2ccc(F)cc2F)C(C)C)c1 | 7% | . | -1% | 3% | 0.0% | -6% | -0.4% | 12% | 15%
COc1ccccc1C(=O)NNC(=O)c1ccccc1 | 8% | . | -3% | -10% | 0.9% | -14% | 1.3% | -1% | -2%
CCc1noc(C)c1C(=O)NC1CCCc2c1cnn2-c1ccc(C(C)(C)C)cc1 (configuration not stated) | 9% | . | -7% | 9% | 3.3% | -8% | 2.5% | -5% | 2%
COc1cccc(OC)c1C(=O)NC(=O)Oc1c(F)cccc1F | 1% | . | 1% | 13% | -1.3% | -8% | 0.1% | 3% | -3%
O=C1CC(C(=O)NCc2ccccc2)N=C(N2CCCCC2)N1 (configuration not stated) | 5% | 1.1% | 7% | 2% | 0.1% | -2% | 0.9% | -9% | -2%
NS(=O)(=O)c1cccc(NC(=O)COC(=O)COc2ccc3ccccc3c2)c1 | 5% | -5.4% | -8% | 8% | -0.6% | 0% | -0.4% | 11% | 3%
CCOC(=O)CC1=C(C(=O)OCC)C(c2cccnc2)C(C#N)=C(N)O1 (configuration not stated) | 10% | -5.6% | -7% | 15% | 6.1% | -12% | 0.7% | -3% | -6%
CCN(c1ccc(OC)cc1)c1ncnc2nc[nH]c12 | 7% | -7.4% | -5% | -3% | 0.0% | -6% | 7.2% | 19% | 0%
Cc1cccc(N(C(=O)c2ccc(Cl)cc2)C2CS(=O)(=O)CC2OC(=O)c2ccc(Cl)cc2)c1 (configuration not stated) | 9% | 1.1% | 3% | 20% | 0.6% | 1% | 1.9% | 7% | -2%
C/C(N)=C(/C#N)C(=O)COC(=O)c1oc2ccccc2c1COC(C)C | 7% | -4.8% | -1% | 6% | -0.4% | 0% | 2.4% | 2% | -9%
Cc1nn(C)c(NC(=O)c2ccccc2Cl)c1Cl | 1% | . | 3% | 2% | 1.5% | -7% | 1.7% | 8% | -3%
CCOC(=S)N/C(=N\S(C)(=O)=O)c1ccccc1 | 12% | . | 3% | 14% | -0.2% | -4% | -1.5% | -17% | 5%
NC(=O)N/N=C/c1ccc2cccc(OCc3ccccc3)c2n1 | . | . | . | 19% | 1.0% | -10% | 4.9% | ? | 5%
CCCn1c(SCC(=O)NC2CCCCC2)nnc1-c1ccccn1 | 0% | -4.1% | -5% | 23% | 3.0% | -7% | 1.6% | -6% | 7%
Cc1cc(C)c2nc(-c3ccccn3)cc(C(=O)NCc3ccc(S(N)(=O)=O)cc3)c2c1 | . | -6.1% | . | 9% | 0.4% | -7% | 20% | 16% | 2%
O=C(NC(=S)Nc1ccc(C(=O)N2CCOCC2)cc1)c1ccc([N+](=O)[O-])cc1 | 5% | -4.4% | -3% | 3% | -2.3% | -2% | 0.4% | -9% | -5%
Cc1ccc(/C(O)=C2\C(=O)C(=O)N(CC(C)O)C2c2cccc(F)c2)cc1 (configuration not stated) | 11% | -1.4% | -1% | 8% | 1.2% | 3% | -1.2% | 16% | 0%
Cc1ccc(C)c(NS(=O)(=O)c2ccc3c(c2)NC(=O)CO3)c1 | 10% | . | -3% | 10% | -0.5% | -7% | 0.4% | -2% | 8%
CN(C)CCn1cnc2c1c(=O)[nH]c(=O)n2Cc1ccccc1 | -5% | . | -5% | 18% | -0.2% | -3% | 1.6% | -7% | 15%
Cn1c(=O)c2ccccc2n(CC(=O)NC2CCCCC2)c1=O | 3% | . | 3% | 13% | -0.8% | 0% | 1.5% | 23% | 4%
CCOc1ccc(NC(=O)[C@@H](NC(=O)c2ccco2)C(C)C)cc1 | 3% | . | -2% | 8% | 0.8% | -4% | 0.9% | 5% | -1%
COc1ccc(/C=C2/CCOC2=O)cc1 | 0% | 0.3% | -10% | 3% | 2.1% | 10% | 5.3% | 7% | 4%
Cc1cccc(C)c1NC(=O)Cc1cccs1 | 15% | . | -11% | 6% | 2.4% | -4% | 2.1% | 2% | -2%
COc1ccccc1NC(=O)CN1CCSc2ccccc21 | -1% | -4.5% | 0% | 8% | -1.9% | 4% | 1.7% | -11% | 1%
Cc1ccc(-n2c(=O)c3sccc3n(CC(=O)NCC3CCCO3)c2=O)cc1F (configuration not stated) | 8% | . | -1% | 8% | -0.2% | 68%* | 0.3% | 4% | 1%
O=C(COc1ccc2ccccc2c1)NCCNC(=O)COc1ccc2ccccc2c1 | 6% | -4.7% | 3% | 2% | -1.0% | -4% | 1.4% | 15% | -2%
C=CCNC(=O)COc1ccc(N(C)S(=O)(=O)c2ccc(NC(C)=O)cc2)cc1 | 3% | -2.6% | 4% | 8% | -1.6% | -4% | 0.5% | 31% | 7%
CC(C)(C)C(=O)Nc1cccc(-c2nc3ccccc3[nH]2)c1 | 16% | 1.1% | -8% | 1% | 1.3% | -9% | 0.7% | 8% | 2%
C[N+]1(C2CCC3CCCC2C3O)CCCC1 (configuration not stated) | -6% | -3.0% | 2% | 11% | -3.3% | -8% | 2.5% | -8% | 6%
CCOC(=O)c1sc2nc(C)nc(NCc3ccccc3OC)c2c1C | 5% | . | 3% | 12% | -2.1% | -1% | 0.2% | 22% | 1%
CCOc1ccccc1NC(=O)CN1C(=O)COc2ccc(Cl)cc21 | -7% | -3.8% | -1% | 7% | -0.5% | -11% | 0.5% | -6% | -4%
O=C(CNC(=O)c1cccc(F)c1)N/N=C/c1cc(Br)ccc1OCc1ccccc1 | 0% | -7.3% | 7% | 5% | 0.5% | 12% | 11% | -3% | -5%
Cc1cccc(N=C2NC(=O)CS2)c1 | 14% | 1.4% | -5% | 8% | -1.3% | -8% | 21% | -2% | -3%
CC(C)CCN1CCN(C2CCN(c3ccccc3)CC2)CC1CCO (configuration not stated) | 9% | -12% | -4% | 9% | -1.5% | -5% | -0.6% | -4% | 2%
O=C(Nc1ccc2oc(-c3ccncc3)nc2c1)c1cccs1 | 12% | -6.5% | 1% | 11% | 7.4% | -1% | 6.0% | 25% | -1%
CC(C)C(=O)NNC(=O)c1csc(-c2cccs2)n1 | 8% | . | 1% | 3% | 0.0% | -5% | 2.4% | 10% | -5%
Cc1ccc(C(=O)CCNc2ccc(F)c(Cl)c2)o1 | 6% | -5.8% | -2% | 22% | -1.7% | -7% | 1.4% | -4% | 2%
Cc1ccc(C)c(S(=O)(=O)NCCCN2CCOCC2)c1 | 4% | -6.3% | -6% | 14% | 1.5% | 4% | -0.8% | -1% | 3%

Rewritten tab-delimited: entries from further up.
smiles	MgcRacGAP inhibition	XIAP displacement	Dengue-2 NS5 capping	SV40 large T antigen	HIV peptide binding	LYP inhibition	RSV CPE inhibition	AID2073	Siah-1 displacement
Cc1ccc(-c2nsc(SCC(=O)Nc3ccc4c(c3)OCO4)n2)cc1	9%	-6.4%	-7%	10%	-0.9%	-4%	?	0%	1%
CCn1c(SCc2nc3ccccc3c(=O)[nH]2)nc2ccccc2c1=O	15%	-1.2%	-1%	17%	0.1%	-8%	1.9%	2%	0%
COC(=O)C1=CN(c2ccc(Cl)cc2)C=C(C(=O)OC)C1c1ccc([N+](=O)[O-])cc1	7%	.	-7%	13%	-1.5%	2%	7.5%	1%	4%
O=C1OC(Nc2nc3ccccc3s2)c2ccccc21 (configuration not stated)	32%	-0.1%	-9%	9%	-2.2%	0%	1.1%	-2%	4%
COC(=O)c1ccc(NC(=O)CC2C(=O)N(C)C(=S)N2Cc2ccc(S(N)(=O)=O)cc2)cc1 (configuration not stated)	12%	.	-2%	1%	1.9%	-7%	-0.9%	-15%	-9%
COc1ccccc1NC(=O)COC(=O)Cc1c[nH]c2ccccc12	-1%	-7.2%	-1%	3%	0.5%	-5%	0.0%	3%	0%
O=C(COC(=O)CSc1cc(Cl)ccc1Cl)NCc1ccc2c(c1)OCO2	4%	-4.5%	-10%	5%	-1.1%	0%	-0.4%	-9%	-2%
CSc1nnc(C(C)(C)C)c(=O)n1/N=C/c1ccc(C(C)C)cc1	7%	.	3%	6%	0.5%	2%	4.3%	1%	14%

High-throughput results as filed in PubChem BioAssay.
